GSTO1 counter: blocks human GSTO1 in RBBP9 counter-screen. recombinant GSTO1, activity-based probe fluorescence polarization. inhibition, % at 5.96 µM. 1.1% of 300,000 active;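 active means inhibition above the campaign mean inhibition plus 3 SD, cut at about 35% in these data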;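 further: 0% = GSTO1-1 with DMSO and 100% = wells lacking GSTO1-1 enzyme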
Target sequence (P78417 whole entry, looked up): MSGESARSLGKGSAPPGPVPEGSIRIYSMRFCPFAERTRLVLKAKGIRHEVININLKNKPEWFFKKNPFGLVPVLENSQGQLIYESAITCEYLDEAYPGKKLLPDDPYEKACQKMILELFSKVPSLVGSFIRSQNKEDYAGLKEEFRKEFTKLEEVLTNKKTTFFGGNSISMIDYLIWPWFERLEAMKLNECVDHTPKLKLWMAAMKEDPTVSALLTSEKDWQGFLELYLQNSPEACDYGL
PAFAH1B3 FP inh: inhibitors of human PAFAH1B3 | recombinant PAFAH1B3, FP-rhodamine probe, fluorescence polarization | 0.28% of 340,000 active | Q15102 | AID 492972 | inhibition, % at 3.39 µM;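 active means inhibition above the screen-wide average of all tested compounds plus 3 SD, cut at about 25% in these data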;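 further: 0% = enzyme with DMSO only and 100% = wells lacking PAFAH1B3 protein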
pPAFAH inh: pPAFAH (human) enzyme inhibition; Q13093; recombinant pPAFAH, FP-rhodamine probe fluorescence polarization; inhibition, % at 3.39 µM; 1.5% of 330,000 active; AID 463082;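 active means inhibition above the mean inhibition across the screen plus 3 SD, cut at about 25% in these data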;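 further: inhibitors block binding of the rhodamine activity-based probe so polarization drops; 0% = enzyme with DMSO and 100% = wells lacking pPAFAH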
Fam108B inh: Fam108B inhibition, counter-screen for RBBP9 inhibitors; AID 1947; recombinant Fam108B, FP-Rh probe fluorescence polarization; inhibition, % at 9.51 µM; 0.33% of 300,000 active;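 active means inhibition above the screen mean inhibition plus 3 SD, computed separately per campaign, cut at about 18% in these data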;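 further: inhibitors lower polarization as less probe binds the enzyme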
PAD4 FP inh: PAD4 (human) enzyme inhibition; recombinant PAD4, RCA probe fluorescence polarization; inhibition, % at 6.36 µM; 0.41% of 330,000 active;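 active means percent inhibition above a cutoff equal to the mean of all tested compounds plus 3 SD, cut at about 15% in these data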;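 further: 0% = PAD4 with RCA probe and DMSO and 100% = probe without PAD4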
Target sequence (Q9UM07 whole entry, looked up): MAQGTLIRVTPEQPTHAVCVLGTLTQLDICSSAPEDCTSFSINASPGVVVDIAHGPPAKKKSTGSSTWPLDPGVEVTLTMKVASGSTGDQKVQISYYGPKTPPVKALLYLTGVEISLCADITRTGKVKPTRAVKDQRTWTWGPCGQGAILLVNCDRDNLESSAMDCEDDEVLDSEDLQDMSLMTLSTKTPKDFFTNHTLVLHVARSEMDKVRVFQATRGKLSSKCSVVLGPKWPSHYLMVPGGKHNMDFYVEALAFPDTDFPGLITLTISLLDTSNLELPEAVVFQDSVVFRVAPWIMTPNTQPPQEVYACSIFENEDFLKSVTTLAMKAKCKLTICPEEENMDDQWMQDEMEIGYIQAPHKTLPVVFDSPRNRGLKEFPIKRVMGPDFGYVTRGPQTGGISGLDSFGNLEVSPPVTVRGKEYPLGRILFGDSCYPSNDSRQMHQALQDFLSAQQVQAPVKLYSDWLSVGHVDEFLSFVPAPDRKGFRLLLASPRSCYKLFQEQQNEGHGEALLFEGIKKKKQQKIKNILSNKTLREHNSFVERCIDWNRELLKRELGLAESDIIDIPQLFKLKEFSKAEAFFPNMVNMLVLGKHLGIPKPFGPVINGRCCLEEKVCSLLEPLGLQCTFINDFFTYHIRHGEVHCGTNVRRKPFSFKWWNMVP
PAFAH1B2 inh: inhibitors of human PAFAH1B2 | AID 492953 | recombinant PAFAH1B2, FP-rhodamine activity probe, fluorescence polarization | 1.2% of 340,000 active | P68402 | inhibition, % at 3.39 µM;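 active means inhibition above the mean of all tested compounds plus 3 SD, cut at about 24% in these data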;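 further: 0% = enzyme with DMSO and 100% = wells lacking PAFAH1B2; many of its hits are not listed in these tables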
PAFAH2 FP inh: PAFAH2 (human) inhibition; Q99487; recombinant PAFAH2, FP-rhodamine activity probe, fluorescence polarization; 0.99% of 340,000 active; AID 492956; inhibition, % at 3.39 µM;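 active means inhibition above the mean over all tested compounds plus 3 SD, cut at about 30% in these data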;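 further: inhibitors block probe labeling of enzyme so polarization drops; 0% = enzyme with DMSO and 100% = wells lacking PAFAH2 protein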
LYPLA1 inh: blocks human lysophospholipase 1, a PME1 counter-screen; inhibition, % at 5.9 µM; recombinant LYPLA1, FP-Rh probe fluorescence polarization; 0.16% of 320,000 active; AID 2174;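 active means inhibition above the mean of all tested compounds plus 3 SD, set per campaign, cut at about 14% in these data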;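 further: inhibitors block serine hydrolase probe labeling of LYPLA1 so polarization falls; 0% = enzyme with DMSO and 100% = wells lacking LYPLA1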
PME-1 inh: PME-1 (human) inhibition; recombinant PME-1, FP-Rh probe fluorescence polarization; inhibition, % at 5.9 µM; 0.53% of 320,000 active;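 active means inhibition above the campaign mean of all compounds plus 3 SD, cut at about 26% in these data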;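 further: competitive labeling of PME-1 active site by serine hydrolase directed probe; 0% = PME-1 with DMSO and 100% = wells lacking PME-1 enzyme; inhibitors block probe labeling so polarization falls and inhibition rises; many of its hits are not listed in these tables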
The depositor's hits bear a star; x = not tested or not shown. Only part of the results is shown (hit frequency here may not be typical).

SMILES | GSTO1 counter | PAFAH1B3 FP inh | pPAFAH inh | Fam108B inh | PAD4 FP inh | PAFAH1B2 inh | PAFAH2 FP inh | LYPLA1 inh | PME-1 inh
Cc1ccsc1C(=O)C1CCCN(Cc2cnn(C)c2)C1 (stereo unspecified) | 6 | 6 | 4 | 3 | 0 | 0 | -1 | 0 | 2
COCCCN1CCN(c2nnc3n2-c2sc(Br)cc2C(c2ccccc2Cl)=NC3)CC1 | -12 | 1 | 6 | 2 | -4 | 1 | 2 | 2 | 0
COC(=O)C(O)(c1ccc(NC(=O)Oc2ccccc2)cc1)C(F)(F)F (stereo unspecified) | -3 | 8 | 1 | 0 | -2 | 4 | 1 | 0 | -5
CCN1C(=O)c2ccccc2Sc2ccc(C(=O)N3CCC4(CC3)OCCO4)cc21 | 9 | 7 | 3 | 0 | 0 | -2 | 0 | 3 | 3
Cc1nn(Cc2ccccc2Cl)c(Cl)c1C(=O)OCC(=O)NCc1ccco1 | -6 | 6 | 9 | 3 | 0 | -1 | 16 | -4 | 5
CCOP(=O)(OCC)C(NC(=O)c1ccccc1Cl)=C(Cl)Cl | 5 | 2 | -1 | 0 | -5 | -3 | -2 | -3 | 3
O=C1/C(=C/c2ccc([N+](=O)[O-])cc2)N2CCC1CC2 | -1 | 9 | 7 | -3 | 2 | 9 | -7 | 2 | 0
O=C1CN=C(c2cccc(Br)c2)c2cc(Br)ccc2N1 | 6 | -1 | 8 | 1 | -2 | 2 | 4 | 3 | 2
O=C(NC(c1ccc(Cl)cc1)P(=O)(Oc1ccccc1)Oc1ccccc1)OCc1ccccc1 (stereo unspecified) | 2 | 0 | -1 | 2 | -3 | 2 | 1 | -3 | 0
CC(=O)NN1C(=O)c2ccccc2NC1c1cccnc1 (stereo unspecified) | 9 | -2 | -3 | 2 | 4 | 3 | -4 | 2 | 1
Cc1ccc(C2NC(=S)NC(c3ccc(C)cc3)C23C(=O)NC(=O)NC3=O)cc1 (stereo unspecified) | 3 | 13 | 5 | -1 | 1 | 3 | 3 | -1 | 3
O=[N+]([O-])c1ccc(N2CCCC2)c2ncccc12 | 0 | -1 | 6 | 4 | 1 | 1 | 2 | 2 | -4
N/C(=N/[N+](=O)[O-])N1CCN(C(=O)c2ccc(Cl)cc2)CC1 | -3 | 3 | -1 | 1 | 2 | 0 | -5 | -1 | 3
O=C(c1n[nH]c(=O)c2ccccc12)N1CCC2(CC1)OCCO2 | 1 | 6 | 4 | 1 | -2 | 0 | 5 | 2 | -2
Cc1cccc(C(=O)NC(Oc2ccccc2)C(Cl)(Cl)Cl)c1 (stereo unspecified) | 1 | -9 | -3 | 0 | 7 | -1 | 7 | -2 | -6
O=C(COc1ccccc1Cl)N1CCCC(N2CCN(c3ccc(F)cc3)CC2)C1 (stereo unspecified) | 2 | 6 | 0 | 1 | -3 | 3 | -2 | -3 | 4
CCOC(=O)CCCCCNC(=O)c1c(O)[nH]c(=O)[nH]c1=O | 1 | -1 | -2 | -5 | -2 | 3 | 1 | 2 | 0
COc1ccc(OC)c(NC2=NCCCS2)c1 | 2 | 11 | -4 | 0 | 3 | 8 | 5 | 3 | -1
COP(=O)(OC)C(Nc1ccccc1)c1ccccc1 (stereo unspecified) | 15 | 10 | 3 | 1 | -1 | 24 | 5 | -1 | -6
CN1CCN(c2cc([N+](=O)[O-])ccc2Cl)CC1 | 3 | 1 | 3 | 4 | -1 | 1 | 2 | -2 | 1
Cc1nc(Cl)sc1C(=O)Nc1ccc2ccccc2c1 | 55* | 4 | 1 | -3 | 2 | 1 | -8 | -7 | -12
O=[N+]([O-])c1ccc(NCCCN2CCOCC2)nc1 | 5 | 10 | 0 | 0 | 0 | -2 | 1 | 3 | 2
CN(C)Cc1ccccc1OC(=O)N(C)C | -1 | 4 | 0 | 1 | -4 | 7 | 4 | -2 | 1
O=C(/C=C/c1ccc2c(c1)OCO2)c1c(O)n(CCC2=CCCCC2)c(=O)[nH]c1=O | -4 | -2 | 6 | -7 | -6 | 1 | 5 | -3 | -8
CN1C(=O)C(=CN2CCN(C(=O)c3ccco3)CC2)C(=O)N(C)C1=S | 7 | -6 | -11 | -9 | -14 | -6 | -13 | -4 | -18
Following part.
SMILES | GSTO1 counter | PAFAH1B3 FP inh | pPAFAH inh | Fam108B inh | PAD4 FP inh | PAFAH1B2 inh | PAFAH2 FP inh | LYPLA1 inh | PME-1 inh
CC(Cc1ccccc1)[n+]1cc(/N=C(\[O-])Nc2ccccc2)on1 (stereo unspecified) | -2 | 3 | 3 | 0 | 0 | 5 | -2 | 1 | -3
CN(C)C(=O)Oc1cccc2c(OC(=O)N(C)C)cccc12 | 8 | 9 | -1 | 3 | 24* | 5 | -1 | 1 | -5
CCN1CCN(Cc2ccccc2C)CC1 | 3 | 5 | -2 | -2 | -3 | 5 | 0 | 1 | 2
CCn1cc(CN2CCCC(C(=O)c3cccc(OC)c3)C2)c(C)n1 (stereo unspecified) | -2 | -4 | 4 | -3 | 0 | -3 | 12 | -6 | -4
CC(=O)OC1=CC[C@H]2[C@@H]3CC[C@H]4C[C@H](OC(C)=O)[C@@H](OC(C)=O)C[C@]4(C)[C@H]3CC[C@]12C | 3 | 4 | 3 | -1 | -1 | 7 | 1 | 0 | 5
CN(C)C(=O)NC(O)C(Cl)(Cl)Cl (stereo unspecified) | 7 | 13 | 5 | -1 | -3 | -4 | 2 | 1 | -4
CCOc1ccc(-c2cc(C)[n+](CCN(CC)CC)c(-c3ccc(OCC)cc3)c2)cc1 | 1 | 5 | -2 | 1 | 0 | 9 | -1 | -2 | -1
Cc1ccc(-n2c(O)c(/C=N/c3ncc(Br)cc3Br)c(=O)[nH]c2=O)cc1 | -3 | -11 | -1 | 0 | -4 | -4 | -21 | 1 | 1
O=c1[nH]c(=S)n(C2CC2)c(O)c1C=NCCN1CCOCC1 | 0 | 0 | 3 | 1 | -2 | 3 | 4 | 2 | -1
Cn1c(O)c(/C=N/N2CCOCC2)c(=O)[nH]c1=S | -10 | x | 4 | 2 | -4 | x | x | 3 | -3
CNC(=O)c1cccn(Cc2cccc(C(F)(F)F)c2)c1=O | -1 | 8 | 2 | 2 | -2 | 4 | 9 | 1 | -7
CC(C)(O)[C@@H]1[C@H]2OC(=O)[C@@H]1[C@]1(O)C[C@H]3O[C@]34C(=O)O[C@H]2[C@]14C (tested in a mixture with another compound) | 3 | x | 3 | -3 | 2 | x | x | 1 | 0
CN1CCN(c2nc3ccccc3c(=O)n2-c2ccccc2)CC1 | 13 | 6 | 0 | 4 | 0 | -1 | -3 | 3 | -1
COC(=O)C1=C(c2ccccc2OCc2ccccc2)C[C@@H]2CC[C@H]1N2C(=O)NCc1ccc(OC)cc1 | x | 6 | 3 | x | 1 | 8 | 5 | 1 | 0
CCCN(CC#CCO)CCC | -10 | 8 | -3 | -1 | -7 | -1 | 2 | -1 | 0
COc1ccc(C(C)=O)cc1CC(C(=O)c1ccccc1)N(C)C (stereo unspecified) | 2 | -4 | 0 | 6 | -2 | 0 | 1 | -1 | 3
O=C(O)CCn1cc(C=C2C(=O)NC(=O)NC2=O)c(-c2ccc(Br)cc2)n1 | 0 | 6 | 11 | 0 | -1 | 33* | -4 | 0 | 2
CCN(CC)CCO | x | 7 | -2 | x | 1 | 2 | -2 | 0 | -2
CCN1CCN(Cc2nnnn2C(C)(C)C)CC1 | 1 | x | -1 | 0 | -1 | x | x | 3 | 0
C[C@]12CCC3C(CC[C@H]4C[C@@H](O)[C@H](O)C[C@]34C)C1CC[C@@H]2O (stereo partly specified) | x | 15 | 1 | x | -2 | 2 | 5 | x | x
COc1ncccc1C(=O)NCC(CC(=O)O)c1ccccc1 (stereo unspecified) | 3 | 8 | -4 | 3 | 3 | 2 | -4 | 0 | 12
CN1C2C=C(N(C(=O)c3ccc(Cl)cc3)c3ccccc3)CC1CC2 (stereo unspecified) | -10 | 4 | 0 | 0 | -1 | 7 | 7 | -2 | 0
Cc1[nH]c2ccc(O)cc2c1CCN | 3 | 12 | 4 | 6 | -2 | 6 | 10 | 0 | 2
O=c1[nH]c(=O)n(-c2ccc(Cl)cc2)c(O)c1C=Nc1ccc(S(=O)(=O)Nc2nccs2)cc1 | 2 | -1 | 9 | -5 | -2 | -1 | 3 | 2 | -4
CC1CN=C(NCc2ccccc2)S1 (stereo unspecified) | 0 | 8 | 1 | 0 | -3 | -1 | 0 | -2 | -3
Next section
SMILES | GSTO1 counter | PAFAH1B3 FP inh | pPAFAH inh | Fam108B inh | PAD4 FP inh | PAFAH1B2 inh | PAFAH2 FP inh | LYPLA1 inh | PME-1 inh
CN1CC2=CC(O)CC3Oc4c(O)ccc(c4[C@]23C)C1 (stereo partly specified) | -2 | -1 | -2 | -3 | -5 | 5 | -2 | 3 | 2
O=C(c1ccccc1)c1ccc(N=Nc2c(O)[nH]c(=O)[nH]c2=O)cc1 | 10 | 2 | 0 | -2 | 2 | 0 | 2 | -3 | -3
COc1cc(-c2ccc(N)c(OC)c2)ccc1N | x | 9 | -6 | x | -3 | 2 | -3 | -2 | -7
O=C(Cn1nc(Cc2cccnc2)c2ccccc2c1=O)N1CCC2(CC1)OCCO2 | 1 | 9 | 2 | -1 | 4 | 3 | -2 | -1 | -2
CC(=O)NC1CC2CCCC(C1)N2 (stereo unspecified) | 1 | 18 | 2 | -6 | 2 | 1 | 2 | 1 | -2
Cc1ccc(Cc2c(C)nc3nc(SCC(=O)N4CCC5(CC4)OCCO5)nn3c2C)cc1 | 5 | -1 | -2 | -5 | 5 | -3 | -9 | -1 | 3
CCn1ccnc1CN1CCCC(C(=O)c2ccc(OC)cc2OC)C1 (stereo unspecified) | 5 | 8 | 4 | 2 | -1 | 3 | -1 | 0 | 0
Cc1cc(Cl)ccc1OCC(=O)N1CCN(C)CC1 | 5 | 7 | 5 | 1 | 1 | 1 | 2 | 0 | -3
CCOC(=O)COc1ccc(/C=C2\C(=O)NC(=S)N(c3ccc(OC)cc3)C2=O)cc1OC | 3 | -1 | 4 | 3 | -3 | 4 | 4 | 0 | 3
COc1cc(C=C2C(=O)NC(=O)NC2=O)cc(OC)c1OC | 2 | 5 | 1 | -5 | -5 | 6 | 1 | 1 | -4
CN1CCN(c2ccc([N+](=O)[O-])c(N/N=C3\CN4CCC3CC4)c2)CC1 | 2 | 3 | 2 | 9 | 3 | -1 | 3 | 3 | -2
O=c1cccc2n1CC1CNCC2C1 (stereo unspecified) | 2 | 1 | 1 | -1 | 1 | 0 | -6 | 6 | -6
CCC(=NCCN1CCCCC1)c1c(O)n(C)c(=O)n(C)c1=O | 2 | 13 | 2 | 4 | 2 | 2 | -2 | 1 | 1
CN(Cc1ccccc1)C(=O)CN1CCCC1=O | 0 | 7 | -1 | -5 | -1 | 3 | -2 | 1 | 1
O=C(CNC(=O)c1cccc(Cl)c1)Nc1ccc(Br)cc1C(=O)c1ccccc1 | 0 | -2 | 4 | -13 | 2 | 3 | -6 | -12 | -6
O=P(C(Cl)Cl)(N1CCCCC1)N1CCCCC1 | -7 | 2 | -2 | 4 | 4 | 2 | -3 | -4 | -3
COc1ccc2c3c([nH]c2c1)C(C)=NCC3 | -2 | 8 | 5 | -2 | -22 | 1 | -11 | -4 | 0
CN1Cc2c(c(C#N)c(N)n(C)c2=S)CC1(C)C | 18 | 3 | 5 | 1 | -3 | 3 | 18 | -1 | -4
CCN(CC)S(=O)(=O)c1ccc(N=Cc2c(O)n(-c3ccccc3)c(=O)[nH]c2=O)cc1 | -9 | 5 | 4 | -1 | -2 | 0 | 1 | 3 | -4
CCc1nccc2c1[nH]c1ccccc12 | -4 | 4 | 6 | 1 | 8 | 6 | -4 | 6 | -8
CCC1(CCCC(=O)c2ccc(F)cc2)C(=O)NC(=S)NC1=O | 0 | 8 | 3 | 0 | -5 | 7 | 0 | 4 | 4

Screens deposited in PubChem by The Scripps Research Institute Molecular Screening Center.
